Assay outcomes (PubChem BioAssay)
TCR act: T cell receptor activation; primary human leukocytes, anti-CD3, IL-2 HTRF, 48 h; Potency, µM (doses to about 9.22 µM), inactives show top-dose activation of IL-2 secretion, most hits filed as activators; 330,000 tested, under 10 active; further: % of control where 0% means no effect
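Primary human leukocytes receive a-CD3 beads and test compound and are incubated 48 hr. Secreted IL-2 is then assayed by HTRF, measuring 665nm acceptor emission after 320nm excitation of the europium donor.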
TSG101-PTAP inh: blocks PTAP/TSG101 interaction to inhibit HIV-1 budding; Q99816; Fluorescence polarization, FITC-PTAP peptide / Tsg101 binding; Potency, µM (highest dose often 115 µM), for the others: at the top dose activity change, negative = inhibition, usual class: inhibitors; 340,000 tested, under 10 active; AID 493005; active means well fitted inhibition curve with a large enough effect in the main read-out, with a control signal flat, not every such curve was filed as active; inconclusive means small, poorly fitted or top-dose-only effect, or effect the other way, or a change in a side signal; inactive means no such curve, though single readings can be large or run the other way; further: potency means the concentration at half of the fitted maximal effect; % of control where 0% means no effect
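Steps: Tsg101 binding domain dispensed (10 uM final), compounds pinned in DMSO, FITC-labeled PTAP-motif peptide added (50 nM final); after 20 min binding at room temperature, polarization measured.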
TSHR antag: antagonists of human thyroid stimulating hormone receptor | P16473 | TSHR-expressing cells, TSH-stimulated cAMP HTRF, 2 h; stronger effect = lower value | activity change, negative = inhibition, % at 11.5 µM | 330,000 compounds, 0.2% hits | AID 504810;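 active means activity change below a set negative limit, meaning inhibition stronger than a set level, cut at about -70% in these data; inconclusive means activity change between two set negative limits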; further: on the % scale 0 is the no-effect control and ±100 the full control effect
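TSHR-expressing cells were treated with compounds, then stimulated with TSH at EC80 (4nM final) for 2 hours at 37 deg C. Cellular cAMP was measured by HTRF competition between lysate cAMP and cAMP-d2 for a cryptate-labelled anti-cAMP antibody.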
ELG1 DNA repair: ELG1-dependent DNA repair inhibition; HEK293T ELG1-luciferase reporter, luminescence, 16 h; DNA damage induced by 5-fluorouridine; Potency, µM (series often up to 46.1 µM), inactives show at the highest dose activity change, negative = inhibition, most hits filed as inhibitors; 330,000 compounds, 2.3% hits; further: potency means the concentration at half of the fitted maximal effect; on the % scale 0 is the no-effect control and ±100 the full control effect; nearly all actives have a fitted effect of over 55% in size
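DMSO vehicle served as the neutral condition. Each well held 2,000 cells given 5-fluorouridine plus compound; after 16 hr at 37 °C/5% CO2, ONE-Glo was added and luciferase measured 30 min later.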
Mito fusion act: blocks mitochondrial division or promotes mitochondrial fusion | S. cerevisiae fusion-defective mutant growth rescue, CellTiterGlo 48 h | Potency, µM (titrated, usually from 46.1 µM), without a hit: top-dose growth rescue (activation), hits mostly activators | 320,000 compounds, 0.23% hits;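 further: potency means the concentration at half of the fitted maximal effect; % of control where 0% means no effect; nearly all actives have a fitted effect of over 45% in size; temperature-sensitive fusion mutants such as fzo1-1 at 37 °C on non-fermentable ethanol glycerol medium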
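Compounds are tested for their ability to restore growth of mitochondrial fusion-defective yeast strains at non-permissive 37C in YPEG medium over 48 hours. Viability is quantified by luciferase luminescence.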
BCR signal inh: chronic active BCR signaling inhibition. ABC-DLBCL IkBa-CBG/CBR reporter, luminescence ratio, 4 h. Potency, µM (highest dose often 46.1 µM), inactives show at the highest dose ratio change, negative = lower green/red ratio, usual class: inhibitors. 340,000 compounds, 0.05% hits. AID 493014; active means well fitted inhibition curve with a large enough effect in the signal ratio, with a control signal flat, not every such curve was filed as active; inconclusive means small, poorly fitted or top-dose-only effect, or effect the other way, or a change in a side signal; the % refers to the signal ratio;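 further: potency means the concentration at half of the fitted maximal effect; plate controls were basal doxycycline-induced cells for no effect and cells given 10 µM MG132 for full effect; MG132 reads +100%, hits lower the ratio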
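Cell line TMD8 (human ABC DLBCL), stably expressing tet-inducible CBG68-IkBa fusion and CBR; IMDM/0.5% FBS; cpd up to 46 uM; dox induction, 4 h, 37C/5% CO2; dual luminescence; green/red ratio; MG132 control.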
AT treatment: candidate therapy for ataxia-telangiectasia; […] A-T fibroblasts, KAP-1 phosphorylation AlphaLISA; neocarzinostatin DNA damage 30 min before lysis; Potency, µM (doses to about 57.5 µM), inactives show at the highest dose activation, most hits filed as activators; 320,000 compounds, 0.19% hits; AID 485349; further: potency means the concentration at half of the fitted maximal effect; % of control where 0% means no effect; nearly all actives have a fitted effect of over 45% in size
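hTERT-immortalized A-T patient fibroblasts ([…]), 500 cells/well in OPTI-MEM, 1% FBS, got compounds for 60 min, then NCS for 30 min at 37C. Lysates were then assayed for phospho-KAP-1 by AlphaLISA (anti-pKAP1 donor, anti-KAP1 acceptor beads), 6 hr at 25C.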
Eya2 phos inh: blocks the phosphatase activity of human Eya2 | recombinant Eya2, OMFP fluorescence dephosphorylation (OMFP is methylfluorescein phosphate) | Potency, µM (series often up to 76.9 µM), for inactives: at the highest dose activity, negative = inhibition, hits mostly inhibitors | 330,000 compounds, 0.006% hits; further: potency means the concentration at half of the fitted maximal effect; on the % scale 0 is the no-effect control and ±100 the full control effect
Target sequence (O00167 whole entry, looked up): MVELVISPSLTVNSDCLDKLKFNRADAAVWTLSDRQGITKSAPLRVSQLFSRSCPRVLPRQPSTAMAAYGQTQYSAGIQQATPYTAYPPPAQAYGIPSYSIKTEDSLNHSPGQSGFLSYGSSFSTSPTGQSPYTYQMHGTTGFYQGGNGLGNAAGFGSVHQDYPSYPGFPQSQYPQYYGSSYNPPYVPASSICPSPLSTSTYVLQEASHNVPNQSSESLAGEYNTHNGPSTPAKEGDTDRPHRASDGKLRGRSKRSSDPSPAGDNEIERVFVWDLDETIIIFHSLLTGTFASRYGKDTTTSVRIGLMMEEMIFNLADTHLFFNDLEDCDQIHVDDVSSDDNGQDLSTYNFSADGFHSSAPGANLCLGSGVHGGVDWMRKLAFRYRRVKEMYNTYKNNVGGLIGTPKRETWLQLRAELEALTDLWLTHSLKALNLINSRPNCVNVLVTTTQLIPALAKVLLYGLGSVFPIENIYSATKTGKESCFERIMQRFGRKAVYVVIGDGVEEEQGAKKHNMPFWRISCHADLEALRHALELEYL
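Eya2 (0.2 uM) preincubated 10 min at ambient with compound, then OMFP substrate added at 50 uM; 10 min reaction in 50 mM HEPES pH 7.5, 50 mM NaCl, 5 uM MgCl2, 0.05% BSA, 1 mM DTT. Fluorescence read at Ex 485/Em 525 nm.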
Integrin act MD: activates integrin-mediated alleviation for muscular dystrophy | 350,000 compounds, 0.064% hits | alpha7betagal myoblasts, beta-gal FDG fluorescence, 48 h | Potency, µM (doses to about 38.3 µM), for inactives: at the top dose activation, hits mostly activators;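 further: potency means the concentration at half of the fitted maximal effect; 100% = response of the positive control SU9516; nearly all actives have a fitted effect of over 60% in size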
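Alpha7betagal+/- myoblasts (passage 13) were plated 16-24 hr, then exposed to compounds (1:260 dilution of DMSO stock) for 48 hours at 37C. After MPER lysis, β-galactosidase reporter activity was read as FDG fluorescence (ex 480/em 540) after 30 minutes.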
S-ASM inh: inhibitors of human secretory acid sphingomyelinase | P17405 | placental ASM, HMU-PC fluorogenic substrate, 60 min | Potency, µM (series often up to 57.5 µM), without a hit: at the highest dose activity change, negative = inhibition, most hits filed as inhibitors | 340,000 compounds, 0.006% hits; further: potency means the concentration at half of the fitted maximal effect
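qHTS format. ASM enzyme prepared from human placenta hydrolyses the fluorogenic substrate HMU-PC0 (9 uM final) over 60 min at 37 °C after a 10 min compound preincubation.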
Tb PFK inh: blocks T. brucei phosphofructokinase; 330,000 compounds, 0.17% hits; AID 485367; O15648; Potency, µM (top dose mostly 57.5 µM), without a hit: at the top dose activity, negative = inhibition, most hits filed as inhibitors; T. brucei PFK, ADP-Glo luminescence;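 further: potency means the concentration at half of the fitted maximal effect; 0% = uninhibited 1x PFK enzyme wells and -100% = no-enzyme wells; nearly all actives have a fitted effect of over 60% in size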
Target sequence (O15648 whole entry, looked up): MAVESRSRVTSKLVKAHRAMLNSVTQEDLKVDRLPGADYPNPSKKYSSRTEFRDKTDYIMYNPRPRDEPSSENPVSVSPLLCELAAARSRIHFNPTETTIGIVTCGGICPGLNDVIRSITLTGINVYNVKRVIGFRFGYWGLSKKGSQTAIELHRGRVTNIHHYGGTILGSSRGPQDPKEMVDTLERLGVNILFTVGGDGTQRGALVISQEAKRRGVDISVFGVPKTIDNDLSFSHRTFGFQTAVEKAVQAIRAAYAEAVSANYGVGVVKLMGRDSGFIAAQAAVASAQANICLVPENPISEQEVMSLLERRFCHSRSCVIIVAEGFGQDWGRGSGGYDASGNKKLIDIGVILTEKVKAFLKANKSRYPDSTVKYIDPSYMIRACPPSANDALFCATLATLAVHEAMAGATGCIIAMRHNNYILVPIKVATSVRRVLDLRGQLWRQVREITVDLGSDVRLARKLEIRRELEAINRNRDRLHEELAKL
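In TEA buffer at pH 8.0 with 5 mM MgCl2, enzyme (1.25 nM) converted F6P (0.5 mM) and ATP (0.1 mM) for 45 min at room temperature. ADP product was read by luciferase luminescence.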
* marks the source's active call; other numbers are inactive results; ? = inconclusive; / = no result given; & = joins results of further samples; [ ] = another dose, or the depositor's remark. Unless noted, the call rests on the fitted dose curve; in most records, active means well fitted curve in the direction sought with a large enough effect; inconclusive means small, poorly fitted or top-dose-only effect, or another doubt; inactive means no such curve, though single readings can be large; an effect the other way counts as inactive or inconclusive. These rows are one share of the data. The share of hits here may be higher or lower than overall.

SMILES | TCR act | TSG101-PTAP inh | TSHR antag | ELG1 DNA repair | Mito fusion act | BCR signal inh | AT treatment | Eya2 phos inh | Integrin act MD | S-ASM inh | Tb PFK inh
Cc1ccc(C2SCC(=O)Nc3c2c(=O)[nH]n3C2CCOC(C)(C)C2)cc1 (configuration not stated) | 3% | -1% | -8 | 10% | 2% | ? | 8% | 8% | -37% | 2% | 0%
O=C(Cc1n[nH]c(=O)c2ccccc12)OCc1c(Cl)cccc1Cl | 1% | -7% | -10 | ? | -7% | 11% | 1% | -4% | 0% | 2% | 0%
C[C@]12CC[C@@H](O)CC1=CCC1C2CC[C@@]2(C)C1C[C@@H](F)[C@@H]2O (some centres not stated) | -2% | -5% | -9 | 8% | / | 0% | 0% | -5% | 12% | 0% | -1%
CN1[C@@H](CC(=O)c2ccccc2)CCC[C@H]1C[C@H](O)c1ccccc1 | 5% | 0% | -16&-24&2 | -2% | ? | 10%&-17% | -5% | 0%&7%&1% | / | -3% | 0%&-2%
O=[N+]([O-])c1cccc(CN2CC=C(c3ccc(F)cc3)CC2)c1 | 7% | -3% | -4 | -3% | -2% | 14% | 1% | ? | 31% | 3% | 2%
COP(=O)(NS(=O)(=O)c1ccccc1)OC | -2% | -4% | 4 | 13% | -3% | -1% | 3% | 6% | ? | 0% | -3%
c1ccc(C2NCc3ccccc3-n3cccc32)cc1 (configuration not stated) | 1% | -7% | 1 | 1% | 5% | 0% | -9% | 0% | -9% | -2% | 2%
O=C(N/N=C/c1c(O)n(Cc2ccc(F)cc2)c(=S)[nH]c1=O)c1ccncc1 | -1% | -2% | -6 | 27% | 2% | -12% | 8% | -3% | 1% | 47% | -5%
CCCCCSc1cc(O)c(C(CNC)C(C)C)cc1OC (configuration not stated) | -7%[46.1 µM] | -3% | -3 | -6% | -16% | ? | -8% | -1% | 12% | 1% | 6%
Cc1cccc(NC(=S)N2CC3CC(C2)c2cccc(=O)n2C3)c1C (configuration not stated) | 3%[46.1 µM] | -3% | -7 | 12% | 0% | -28% | -2% | 0% | -4% | 6% | 0%
COc1ccc2oc(=O)c(C(=O)OCc3ccccc3)cc2c1 | 3% | 0% | 4 | 1% | 11% | ? | -2% | ? | -21% | 99%[activator] | -13%
O=C(C1CCN(S(=O)(=O)N2CCOCC2)CC1)N1CCC2(CC1)OCCO2 | / | / | 17 | 10% | 4% | 2% | -3% | -6% | -1% | -3% | -6%
Nc1ccc([N+](=O)[O-])cc1 | 4% | 0% | 33 | 10% | -16% | 3% | -20% | 16% | / | -5% | -6%
C#CC[N+]1(C)[C@@H]2CC[C@H]1CC(OC(=O)C(CO)c1ccccc1)C2 (some centres not stated) | 5% | -7% | 3 | 2% | -1% | -1% | -7% | -14% | 7% | 0% | 0%
CCCCCn1c(=O)c(C(=O)Nc2ccccc2)c(O)c2ccccc21 | -7% | 4% | 12 | 18% | -4% | ? | -1% | -1% | 5% | 43% | 2%
CCC(C(=O)N1CCC2(CC1)OCCO2)n1c2ccccc2c2nc(=O)cc(C)n21 (configuration not stated) | 1% | -7% | 22 | 14% | 4% | 5% | -1% | 1% | -14% | 4% | -4%
CCn1c(C)cc(/C=C2\C(=O)NC(=O)N(c3ccccc3C)C2=O)c1C | -5% | -1% | -9 | 15% | 0% | -5% | -7% | 8% | 6% | -1% | 7%
CCOc1ccc(N2C(=O)/C(=C/c3ccco3)C(=O)NC2=S)cc1 | -10% | -20% | -12 | -11% | -2% | 10% | -17% | 17% | 18% | ? | -27%
Cc1ccc(S(=O)(=O)N2CC2(C)CCl)cc1 (configuration not stated) | -8% | -4% | 0 | -1% | 1% | -2% | 9% | 2% | -51%[inhibitor] | 5% | 2%
CC#CP(=O)(OCC)C(O)(c1ccccc1)C(F)(F)F (configuration not stated) | -5% | -1% | -5 | ? | -1% | 11% | 8% | 3% | -25% | 3% | 0%
CCN(CC)c1ccc(N=Cc2c(O)n(CCC3=CCCCC3)c(=O)[nH]c2=O)cc1 | 4% | ? | 6 | -9% | -1% | 3% | 8% | -13% | 9%[7.66 µM] | -1% | 1%
CNS(=O)(=O)c1ccc(N=Cc2c(O)n(-c3ccc(C)cc3)c(=O)[nH]c2=O)cc1 | 8% | 1% | 7 | 1% | 2% | -2% | -4% | -6% | 11% | 11% | -2%
O=c1[nH]c(O)c(N=Nc2cc(C(F)(F)F)ccc2Cl)c(=O)[nH]1 | -6% | 1% | -19 | -13% | -2% | -3% | -21% | 3% | 3% | -2% | 1%
CCOP(=O)(OCC)c1cccc(P(=O)(c2ccccc2)c2ccccc2)c1O | -4% | 1% | 0 | -1% | -34%[inhibitor] | 1% | 3% | -10% | 11% | -4% | -4%
Cc1cccc(N=Cc2c(O)n(C)c(=O)n(C)c2=O)c1 | 6% | -3% | -10 | -13% | -2% | 0% | 0% | 0% | 3% | 2% | -19%
CN1C2CCC1CC(OC(=O)CCN1CCCC1)C2 (configuration not stated) | -4% | 1% | 13 | 6% | -2% | ? | 8% | 14% | 29% | 5% | 8%
CCOC(=O)Cn1cc(C=C2C(=O)N(C)C(=O)N(C)C2=O)c2ccccc21 | 4% | -24% | 18 | 0% | 0% | -3% | 4% | 22% | -13% | -3% | 5%
CCc1c(C)nc(N)nc1N1N=C1SCC(=O)OC | -4% | -1% | -12 | 6% | -3% | 12% | -1% | 3% | 6% | 9% | 4%
COc1cccc(CN2CCNCC2)c1 | -7% | -6% | -4 | -27% | 1% | 0% | -3% | -5% | 2% | 7% | 1%
COC(=O)C1=C(c2ccc3ccccc3c2)C[C@@H]2CC[C@H]1N2C | 2% | -15% | 38 | 12% | -2% | -7% | 12% | 8% | -4% | -3% | -2%
Cc1cc(/C=C2\C(=O)NC(=O)N(c3ccc(Br)cc3)C2=O)c(C)n1C | 0% | -1% | 22 | -12% | 2% | 1% | 0% | -11% | -8% | -2% | 3%
Cc1c(C(=O)N2CCC3(CC2)OCCO3)sc2ncnc(N3CCN(c4ccccn4)CC3)c12 | 0% | -1% | -13 | 3.7µM* | -7% | -8% | -6% | -1% | -48%[inhibitor] | -2% | -6%
CCCC(=O)NC(Oc1ccccc1Cl)C(Cl)(Cl)Cl (configuration not stated) | -3% | -3% | 6 | 15% | 4% | -1% | -2% | 3% | -9% | 0% | 3%
CN1C(=O)N(C)C(=O)C2(Cc3cc(NC(=O)c4ccccc4)ccc3N3CCCC32)C1=O (configuration not stated) | -1% | 2% | 0 | -1% | -1% | 0% | -4% | -8% | 22% | 18% | 1%
O=c1cccc2n1CC1CC2CN(C(c2ccccc2)c2sc3ncnn3c2O)C1 (configuration not stated) | 11% | -7% | 5 | 13% | 0% | -2% | -3% | 7% | 3% | 3% | -12%
CCN1CCN(C(=O)COc2ccc(S(=O)(=O)N(C)Cc3ccccc3)cc2)CC1 | -3% | -2% | / | / | -9% | / | / | / | 18% | 1% | /
CN(C)c1ccc(P(=O)(Nc2ccc([N+](=O)[O-])cc2)N2CCOCC2)c(NC(=O)c2cccs2)c1 (configuration not stated) | 3%[46.1 µM] | -12% | 4 | ? | -2% | ? | 2% | 3% | 0% | ? | -5%
COc1ccccc1CC1/C(=N/O)C2CCN1CC2 (configuration not stated) | -4% | -13% | 7 | 10% | -3% | 2% | 1% | -13% | -13% | 3% | 1%
COc1ccc(S(=O)(=O)NC(CC(=O)N2CCC3(CC2)OCCO3)C(C)C)cc1 (configuration not stated) | / | -1% | 3 | 12% | -2% | 6% | / | -4% | 8% | 4% | 0%
